T cell modulator: T cell immune modulation candidate. 2C CD8+ T cell-vesicle binding, flow cytometry; active compounds read low. calls only at 7 µM. 0.068% of 330,000 active. AID 2052;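 active = response, share of CD8 T cells binding vesicles, and their 90th percentile fluorescence all below set limits, cut at about 80% in these data, passing the limit was not always enough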
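System: murine 2C transgenic CD8+ T lymphocytes; also added: QL9-loaded Drosophila micro-vesicles; times: binding 1.5 h at 37 °C; measured by: flow cytometry, PE anti-B7-1 (FL2) versus Alexa647 anti-CD8 (FL8), PFA-fixed; control set: Peptide-free naked vesicles (low) and QL9 vesicles with 0.7% DMSO vehicle (high)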
West Nile antiviral: inhibition of WNV-induced cytopathic effect – cell-based, CPE readout (AID 1621); West Nile virus-infected cells, CPE inhibition; higher % means a stronger effect; one-dose CPE inhibition, % at 10 µM; IC50 in µM for titrated hits; 0.02% of 290,000 active; in the data active = a potency from the dose series; inconclusive = CPE inhibition mostly from about 3.7% at the one dose, without a potency; inactive = the rest, 99 in 100 with CPE inhibition below about 2.2%; also: strong numbers were not always called active
Salmonella PhoP GFP: PhoP-dependent GFP reporter repression – Salmonella Typhimurium, primary screen (AID 1863) | S. Typhimurium PhoP-regulated promoter GFP reporter, 4 h; higher % means a stronger effect | inhibition, % at 50 µM, or IC50 in µM where a hit was titrated | 0.16% of 300,000 active;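 active = inhibition over 29.93%, a cutoff 3 SD above the screen mean, later confirmed by dose response; inconclusive = inhibition over 29.93% but no dose response follow-up; inactive = inhibition at most 29.93% or unconfirmed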;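 also: 0% = low Mg2+ inducing control and 100% = high Mg2+ repressing control; strong numbers were not always called active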
SV40 large T antigen: SV40 large T antigen inhibitors, biochemical (AID 1903); inhibition, % at 20 µM, or IC50 in µM where a hit was titrated; SV40 large T antigen ATPase/helicase inhibition assay; higher % means a stronger effect; 0.39% of 310,000 active; in the data active = a potency from the dose series; inconclusive = inhibition mostly from about 32% at the one dose, without a potency; inactive = the rest, 99 in 100 with inhibition below about 32%; also: strong numbers were not always called active
b-catenin transl: modulators of beta-catenin nuclear translocation; HeLa beta-catenin nuclear translocation, immunofluorescence imaging; nuclear translocation activity, % at 5 µM; 0.3% of 190,000 active;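 active = nuclear translocation activity above 50% at 5 µM, with a well cell count of 50 or more; inconclusive = wells under 50 cells across six images, flagged as toxic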;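 also: per-cell ratio of nuclear to cytoplasmic median beta-catenin stain intensity; plate controls were DMSO negative control for no effect and GSK-3 inhibitor IX positive control for full effect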
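Test system: human HeLa cell line; Doses: 5 µM primary, 0.02–20 µM confirmation; Incubation: 24 h compound exposure, 37°C; Detection: beta-catenin immunofluorescence imaging with DAPI; Read-out: beta-catenin nuclear/cytoplasmic ratio, % activation.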
Myeloid diff 2: myeloid differentiation induction. calls only at 10 µM. ER-HoxA9 myeloid progenitors, lysozyme-GFP differentiation, flow cytometry. 1% of 360,000 active;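 active = normalized GFP-positive differentiation at or above the plate's own cutoff, the solvent-only control mean plus 3 SD; inconclusive = no clear call, values can overlap the other calls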;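 also: cells exposed to compound for four days before flow analysis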
MgcRacGAP inhibition: MgcRacGAP GTPase-activating activity inhibitors, confirmation, biochemical, ADP Hunter fluorescence. MgcRacGAP-stimulated Rac1 GTP hydrolysis, ADP Hunter fluorescence; higher % means a stronger effect; GST-tagged Rac1 F28L mutant substrate. one-dose inhibition, % at 30 µM; IC50 in µM for titrated hits. 0.6% of 340,000 active. AID 624330;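 active = first-screen hits whose inhibition reached a set limit at any dose in the follow-up dose series; inconclusive = inhibition above the set first-screen limit but never retested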;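 also: fluorescence reports GDP produced by GAP-driven GTP hydrolysis; strong numbers were not always called active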
RSV antiviral HEp-2: RSV antiviral activity via CPE protection, HEp-2 cells, primary 10 µM value included (AID 2391); HEp-2 cells, RSV-induced CPE inhibition; higher % means a stronger effect; CPE inhibition, % at 10 µM; hits with a dose series show IC50 in µM; 0.13% of 310,000 active; in the data active = a potency from the dose series; inconclusive = CPE inhibition mostly from about 23% at the one dose, without a potency; inactive = the rest, 99 in 100 with CPE inhibition below about 21%; also: strong numbers were not always called active
WT yeast gro inh: growth inhibition of WT yeast, mitochondrial fusion screen. mitochondrial fusion phenotypic screen, WT strain. inhibition, % at 10 µM. 2.1% of 190,000 active. AID 1362; in the data active = inhibition above about 58%; tested in S. cerevisiae
WT yeast gro inh mutant strain: second read-out of WT yeast gro inh, no call of its own (marks repeat the call); inhibition, %; mitochondrial fusion phenotypic screen, mutant strain inhibition
b-catenin transl cell count 5 µM: also measured in b-catenin transl; calls as there; cell count; measured here: cell count, cytotoxicity flag
T cell modulator vesicle-bound %: second read-out of T cell modulator, no call of its own (marks repeat the call); double positive events, %; measured here: CD8+ vesicle-bound cell fraction;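 binding gate set so that unloaded-vesicle control wells show 10% double positive cells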
Myeloid diff 2 GFP+ MAC1+ %: also measured in Myeloid diff 2; calls as there; GFP+ MAC1+ double positive, %; measured here: differentiation confirmed by MAC1 staining
The depositor's hits bear a star; i = inactive; ? = inconclusive; . = not tested or not shown. Rows were taken by chance. About 3.6% of those tested had a hit in this group.

SMILES	T cell modulator	T cell modulator vesicle-bound %	West Nile antiviral	Salmonella PhoP GFP	SV40 large T antigen	b-catenin transl	b-catenin transl cell count 5 µM	Myeloid diff 2	Myeloid diff 2 GFP+ MAC1+ %	MgcRacGAP inhibition	RSV antiviral HEp-2	WT yeast gro inh	WT yeast gro inh mutant strain
C/C=C/C(=O)OCC(=O)Nc1cc(OC)c([N+](=O)[O-])cc1C	i	47	-0.8%	-3%	13%	-4.5	1147	i	0.5	4%	1.4%	-17	6
Cc1ccc(C)c2nc(Cl)c(C3NC(=O)c4ccccc4N3)cc12 (centres undefined)	i	3	-1.3%	-7%	6%	14	888	i	0.3	0%	-1.7%	25	24
COc1ccc(C(=O)/C=C/C(=O)N(Cc2ccc3c(c2)OCO3)C(C(=O)NC2CCCCC2)c2ccncc2)c(O)c1 (centres undefined)	i	16	-0.6%	-2%	6%	-0.9	928	i	4.0	-1%	?	6	-16
CCOc1cc(CNc2ccc(N(C)C)cc2)cc(Br)c1OCC(=O)NC(C)(C)C	i	17	-0.2%	3%	12%	6.7	939	i	0.8	17%	1.8%	15	17
CCC/C=C(\CCC)C(NC(=O)c1ccc(C(F)(F)F)cc1)c1ccccc1 (centres undefined)	i	16	0.4%	.	2%	.	.	.	.	.	-1.9%	.	.
CN(C)CCN(Cc1cccs1)S(=O)(=O)c1csc(C(N)=O)c1	i	51	-0.2%	3%	3%	.	.	i	1.2	0%	-0.3%	.	.
CN/S(=N/S(=O)(=O)c1ccccc1)c1ccc(C)cc1 (centres undefined)	i	55	-0.1%	-8%	4%	-5.2	983	i	0.9	2%	2.6%	-14	-21
O=C(Nc1c2c(nn1-c1ccc(Cl)cc1)CS(=O)(=O)C2)C1CC1	i	36	0.2%	-1%	26%	.	.	i	0.7	6%	1.8%	.	.
Nc1ccccc1C(=O)N1CCCC1	i	55	0.1%	-5%	6%	-2.5	1124	i	0.1	2%	0.3%	9	0
CC(=O)Nc1cc(NC(C)=O)c(N=Nc2ccccc2)cc1C	i	33	0.1%	3%	7%	1.4	1365	i	0.3	2%	0.9%	.	.
Cc1cc(=O)oc2c3c(cc(OCC(=O)NCCCn4ccnc4)c12)OC(C)(C)CC3	i	25	-0.8%	-7%	16%	.	.	i	1.2	4%	-0.6%	.	.
Cc1oc(CC(C)C)cc1C(=O)Nc1cccc2ccccc12	i	16	0.1%	-3%	-1%	-1.0	1286	i	1.0	16%	9.3%	17	11
COc1cc2c(cc1O)C(SC)=NC(C)(C)C2	i	12	0.8%	-13%	15%	-4.6	574	i	0.7	18%	3.7%	-4	3
O=C(CN1C(=O)C2C3c4ccccc4C(c4ccccc43)C2C1=O)Nc1cccc(C(=O)O)c1 (centres undefined)	i	45	0.1%	-13%	2%	.	.	i	1.0	10%	0.6%	-4	1
CCCCN(C)CCN1C(=O)C2C(C(=O)Nc3ccc(C)cc3)C3C=CC2(O3)C1C(=O)NC1CCCCC1 (centres undefined)	i	43	0.0%	-10%	7%	.	.	i	0.7	5%	0.1%	.	.
COc1ccccc1-n1c(SCC(=O)Nc2ccccc2C)nc(O)cc1=O	i	54	-0.1%	9%	2%	-1.3	1174	i	6.7	4%	2.8%	12	6
O=C(NCCN1CCOCC1)c1cc2sccc2n1Cc1ccc(F)cc1	i	26	-1.0%	5%	3%	-0.3	1167	i	1.6	11%	-2.2%	0	-1
Cc1c(S(=O)(=O)N(C)C2CCCCC2)c(=O)n(C)c(=O)n1C	i	56	.	-3%	7%	.	.	i	0.5	6%	0.2%	.	.
Cc1ccc(NC(=O)COC(=O)c2ccco2)cc1C	i	24	.	.	.	.	.	i	0.7	3%	2.2%	.	.
O=C(Nc1ccc(Cl)cc1)Nc1ccccc1C(=O)NCc1ccco1	i	23	0.4%	12%	-3%	.	.	i	8.4	10%	-0.9%	6	9
CCC(=O)Nc1nnc(/C=C/c2ccccc2)s1	i	35	-0.2%	-8%	8%	.	.	i	0.7	12%	-2.6%	.	.
Cc1ccccc1N1C(=O)C2ON(c3ccccc3)C(c3cccnc3)C2C1=O (centres undefined)	i	23	0.9%	-3%	9%	-7.2	867	i	0.7	-3%	1.6%	-12	-39
CC(=O)N1c2ccccc2NC(=O)C1(C)C	i	25	0.6%	3%	-1%	-1.9	982	i	0.8	2%	-0.1%	-17	-4
COc1ccc2c(Cl)c(C(=O)NN3CCN(C)CC3)sc2c1	i	33	0.3%	-5%	4%	5.0	757	i	0.7	13%	-1.9%	12	7
S=C(NCC1CCCO1)c1ccc(Br)cc1 (centres undefined)	i	55	0.5%	3%	4%	.	.	.	.	13%	0.3%	.	.
O=C(Nc1c2c(nn1-c1ccc([N+](=O)[O-])cc1)CS(=O)(=O)C2)c1cccs1	i	45	-1.5%	11%	7%	.	.	i	3.3	-15%	-0.9%	.	.
NC(=O)c1ccc(C(F)(F)F)n(Cc2ccccc2Cl)c1=O	i	26	0.7%	3%	5%	2.3	1369	i	1.9	1%	12%	4	-6
Cc1ccc(Nc2ncccc2C(N)=O)cc1[N+](=O)[O-]	i	50	-1.2%	-9%	4%	-1.7	556	i	0.1	8%	6.8%	-8	-6
Cc1cc(=O)oc(C)c1C(=O)NCCc1ccccc1	i	17	0.0%	-3%	-1%	1.4	1132	i	1.6	7%	-0.1%	17	7
CSCCC(NC(=O)c1ccccc1)C(=O)NCCCSc1ccccc1 (centres undefined)	i	21	.	.	.	.	.	i	0.2	1%	0.1%	.	.
O=C(CSc1ncnc2c1nnn2-c1ccc(F)cc1)NCC1CCCO1 (centres undefined)	i	17	?	-8%	10%	-0.4	929	i	0.7	14%	1.0%	2	-2
Cc1c(NC(=O)c2cnn3cccnc23)c(=O)n(-c2ccccc2)n1C	i	17	0.4%	11%	4%	.	.	i	5.8	8%	1.1%	10	-11
OCc1c(Cl)nc2ccccn12	i	16	-0.1%	-5%	-5%	-0.1	1059	i	0.7	2%	2.5%	6	9
CC(=O)c1ccc2noc(-c3ccc(C)cc3)c2c1	i	52	-0.5%	-4%	8%	2.4	1053	i	0.6	-3%	3.6%	-3	-14
c1ccc(-n2nnnc2-c2cnc(-c3cccnc3)nc2-c2cccs2)cc1	i	26	-0.2%	2%	5%	.	.	i	0.9	2%	7.4%	29	6
Cc1ccc(NC(=S)N(CCN(C)C)Cc2cccs2)cc1	i	48	-0.2%	2%	25%	-4.0	1157	i	1.0	2%	-1.0%	3	22
C[C@@H]1NC(=O)c2cc([N+](=O)[O-])cc(I)c2OCC[C@@H](C(N)=O)NC(=O)[C@H](CCCCN)NC1=O	i	21	0.3%	-1%	5%	.	.	i	1.0	4%	-0.9%	-17	-21
Cc1ccc(NC(=O)C2C(=O)N(C)c3ccccc32)cc1 (centres undefined)	i	36	-0.6%	19%	-17%	-0.5	938	i	0.9	13%	0.9%	0	3
COC(=O)COn1c(-n2nc(C)cc2C)nc2ccccc2c1=O	i	23	3.2%	6%	8%	-3.0	1187	i	2.5	0%	0.7%	-24	-27
S=C(NCc1ccc2c(c1)OCO2)Nc1ccc(-c2nc3ccccc3[nH]2)cc1	i	21	-0.7%	29%	-11%	-1.2	598	i	0.8	11%	?	20	-11
CCOC(=O)N1CCN(Cc2nc(-c3ccc(C)cc3)no2)CC1	i	6	0.9%	-5%	-2%	-0.5	1056	i	1.2	8%	0.3%	1	-11
COc1ccccc1C(OC(=O)c1ccco1)C(=O)NC(C)(C)C (centres undefined)	i	39	-0.2%	-9%	6%	-2.4	1453	i	1.1	3%	0.6%	-2	-1
Cc1nn(-c2ccccc2)c(Cl)c1/C=N/NC(=O)CCNc1n[nH]c(=O)[nH]c1=O	i	44	0.4%	-7%	20%	0.4	1368	.	.	.	-1.0%	.	.
CC(C)NC(=O)c1ccccc1NC(=O)c1ccccc1N(C)S(C)(=O)=O	i	13	0.6%	-3%	7%	0.2	1026	i	0.8	5%	0.8%	-10	-3
CCN(CC)c1ccc(NC(=O)CN2CCN(S(=O)(=O)c3cc(Cl)ccc3OC)CC2)cc1	i	17	-0.8%	-10%	26%	-1.0	1207	i	0.6	24%	21%	26	12
Cc1ccc(CN2CCN(C/C(Cl)=C/c3ccccc3)CC2CCO)o1 (centres undefined)	i	56	-1.2%	7%	5%	1.9	1083	i	0.4	1%	0.6%	0	-20
Cc1ccc(C(=O)N/C(=C\c2cccs2)C(=O)NCC2CCCO2)cc1C (centres undefined)	i	39	-0.3%	-4%	4%	.	.	i	0.2	3%	2.7%	-6	-14
CC(NC(=O)c1ccccc1Br)c1nnc(SCC(=O)NC2CCCCC2)n1C (centres undefined)	i	33	-0.4%	-6%	-1%	.	.	i	0.3	3%	0.2%	.	.
C/C(=N/NC(=O)c1cccs1)c1ccc(NC(=O)COc2ccc(Cl)cc2Cl)cc1	i	45	-0.9%	-13%	13%	-0.2	1359	i	1.3	4%	3.0%	1	2
Cc1ccc(OCCOCCN2CCN(C)CC2)c([N+](=O)[O-])c1	i	61	0.5%	0%	15%	0.1	1046	i	0.2	32%	-0.2%	-18	9
CCC(=O)Nc1ccc2c(c1)N(C(C)=O)c1ccccc1CC2	i	49	-0.5%	4%	6%	.	.	i	0.6	7%	1.6%	.	.
